Bioassay records as filed in PubChem BioAssay.
IL1B secr inh: inflammasome signaling inhibition, IL-1 beta readout; AID 743279; activity change, % at 57.5 µM; 360,000 tested, 4.7% active; THP-1 LPS/ATP IL-1B secretion, AlphaLISA, 16 h; active compounds read low; in the data active means activity change below about -50%; inconclusive means mostly about -30% to -49%; further: on the % scale 0 is the no-effect control and ±100 the full control effect
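Secreted IL-1B measured by AlphaLISA bead assay after 16 h compound exposure of THP-1 cells; compounds (final up to 57.5 uM) added 1 h before LPS (250 ng/mL) and ATP (1.25 mM) stimulation; lower signal means less secretion.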
HT1080-NT tox: kills 2HG-producing HT-1080-NT fibrosarcoma cells; 360,000 tested, 1.6% active; Potency, µM (highest dose often 46.1 µM), for inactives: top-dose activity, negative = less viability, hits mostly cytotoxic; HT-1080-NT fibrosarcoma viability, CellTiter-Glo ATP luminescence, 48 h; AID 686970;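 further: NT is the 2HG producing partner of a matched IDH1 knockdown line; potency means the concentration at half of the fitted maximal effect; 0% = DMSO-treated cells and -100% = media-only wells without cells; nearly all actives have a fitted effect of over 55% in size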
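Read-out is CellTiter-Glo luminescence after 10 minutes at room temperature, following 48 hours' compound treatment of HT-1080-NT cells (750 cells/well, RPMI, 5% FBS, 37 degrees C).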
KB-3-1 cytotox: KB-3-1 parental cell cytotoxicity. 400,000 tested, 1.4% active. Potency, µM (highest dose often 46.1 µM), for inactives: top-dose activity change, negative = cytotoxic, actives largely listed as cytotoxic. KB-3-1 viability, CellTiter-Glo ATP luminescence, 72 h; further: potency means the concentration at half of the fitted maximal effect; on the % scale 0 is the no-effect control and ±100 the full control effect; nearly all actives have a fitted effect of over 60% in size
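Luminescent ATP read-out (CellTiter-Glo) measures survival of drug-naive KB-3-1 cells after 72 h compound exposure at 37 °C. Titration series was screened from lowest to highest concentration, with DMSO vehicle plates as background controls.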
MCF10A rerep: induces DNA re-replication in MCF 10a normal breast cells; MCF 10A DNA re-replication, Hoechst nuclear intensity, 48 h; Potency, µM (highest dose often 46.1 µM), for the others: at the highest dose activity, positive = re-replication, usual class: activators; 350,000 tested, 2.9% active; further: potency means the concentration at half of the fitted maximal effect; % of control where 0% means no effect; nearly all actives have a fitted effect of over 50% in size
SW480 rereplic: DNA re-replication induction in SW480 cells | SW480 DNA re-replication, Hoechst DNA content imaging, 48 h | Potency, µM (titrated, usually from 46.1 µM), for inactives: top-dose re-replication activation, actives largely listed as activators | AID 624297 | 340,000 tested, 1.8% active; further: potency means the concentration at half of the fitted maximal effect; % of control where 0% means no effect; nearly all actives have a fitted effect of over 55% in size
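Image-based DNA-content assay: after two days of treatment, nuclei were labelled with the DNA dye Hoechst and imaged, and hits were compounds raising the count of nuclei showing high fluorescence intensity.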
ATXN2 expr inh: inhibitors of ATXN2 expression. Potency, µM (highest dose often 57 µM), without a hit: top-dose activity change, negative = inhibition, most hits filed as inhibitors. HEK-293 ATXN2-luciferase reporter, luminescence, 24 h. 360,000 tested, 0.72% active; further: potency means the concentration at half of the fitted maximal effect; on the % scale 0 is the no-effect control and ±100 the full control effect; nearly all actives have a fitted effect of over 55% in size
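qHTS (up to 57 uM final) was run with 24 h compound exposure of reporter cells at 37 °C. Each well was multiplexed: SteadyGlo luminescence measured ATXN2-luciferase expression after a fluorogenic Gly-Phe-AFC viability readout (25 uM final).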
HepG2 viability: counter-screen for TGF-b inhibitors: cytotoxicity in HepG2 cells. HepG2 CAGA-GFP viability, ATP luminescence, 18 h. Potency, µM (series often up to 46.1 µM), for the others: at the highest dose activity change, negative = cytotoxicity, hits mostly cytotoxic. 410,000 tested, 0.76% active. AID 588856; further: potency means the concentration at half of the fitted maximal effect; some results filed as inactive show a strong effect at the top dose
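HepG2 CAGA-GFP cells (1000/well, DMEM with 1% FBS) received compound, then TGF-beta at 500 pg/mL final, and were incubated 18 hours at 37 degrees C. Viability was read by CellTiter-Glo luminescence. Media-only wells were set as complete cell-killing and DMSO as no toxicity.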
S2 tox: cell viability loss in ATXN counter-screen; S2 cells (HEK-293 line with an ATXN2-luciferase reporter) viability, CellTiter-Fluor protease fluorescence, 24 h; Potency, µM (top dose mostly 56.7 µM), usual class: cytotoxic; 400,000 tested, 0.49% active; AID 651635; further: potency means the concentration at half of the fitted maximal effect; nearly all actives have a fitted effect of over 40% in size
HT1080 IDH1KD tx: toxicity to HT-1080 IDH1 knockdown cells (counter line). HT-1080 IDH1 knockdown viability, ATP luminescence, 48 h. Potency, µM (highest dose often 46.1 µM), without a hit: at the highest dose activity, negative = toxicity, most hits filed as cytotoxic. 360,000 tested, 2% active;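 further: potency means the concentration at half of the fitted maximal effect; 0% = DMSO wells and -100% = cell-free medium wells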
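CellTiter-Glo luminescence after 48 h compound exposure at 37 degrees C of IDH1-knockdown HT-1080 cells in 5% FBS RPMI. %Activity scaled between DMSO wells and cell-free media wells, with curves fitted and assigned curve classes.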
An asterisk follows results filed as active; i = inactive; ? = inconclusive; . = not tested or not shown; & = joins results of further samples; [ ] = another dose, or the depositor's remark. Unless noted, the call rests on the fitted dose curve; in most records, active means well fitted curve in the direction sought with a large enough effect; inconclusive means small, poorly fitted or top-dose-only effect, or another doubt; inactive means no such curve, though single readings can be large; an effect the other way counts as inactive or inconclusive. Rows were taken by chance; overall some 8.9% were active at least once.

entry	smiles	IL1B secr inh	HT1080-NT tox	KB-3-1 cytotox	MCF10A rerep	SW480 rereplic
1	O=C(CN1CCN(c2ncc(C(F)(F)F)cc2Cl)CC1)NC(=O)NCc1ccccc1	12	-11%	-2%	?	11%
2	CCSc1ccccc1C(=O)N1CCN(c2ccc([N+](=O)[O-])cc2)CC1	2	-9%	?	0%	-91%[inhibitor]
3	CN1CCN(S(=O)(=O)c2cccc(C(=O)N3CCN(c4ccccc4F)CC3)c2)CC1	21	6%	14%	-2%	8%
4	Cc1ccccc1-c1nc(CS(=O)CC(=O)NC(C)CCc2ccccc2)c(C)o1 (stereo unspecified)	-16	-18%	-2%	3%	79%
5	COC1CCN(C(=O)c2ccc(OC3CCN(Cc4ccccn4)CC3)cc2)CC1	21	0%	-2%	-3%	-1%
6	CC(=O)c1cccc(NC(=O)C(C)OC(=O)c2cc(=O)[nH]c3ccccc23)c1 (stereo unspecified)	28	-1%	-5%	6%	-4%
7	O=C(Cn1nnc(-c2ccccc2F)n1)NCCc1ccccc1	36	5%	2%	-4%	-17%
8	CN(C)c1ccc(NC(=O)c2ccc3nc[nH]c3c2)cc1	-9	2%	-1%	4%	-2%
9	C/C(CCC(=O)O)=N/Nc1ccc([N+](=O)[O-])cc1[N+](=O)[O-]	-3	-30%	1%	-1%	-8%
10	CN1CCN(c2ccccc2NC(=O)COc2ccc(Cl)cc2)CC1	i	7%	-15%	?	1%
11	COc1ccc2cc([C@H](C)C(=O)N(C)Cc3ccccc3N3CCCC3)ccc2c1	-8	?	-15%	?	0%
12	NS(=O)(=O)c1cccc(NC(=O)CSc2nc3ccccc3c(=O)n2Cc2ccco2)c1	-21	-29%	-7%	16%	-3%

entry	ATXN2 expr inh	HepG2 viability	S2 tox	HT1080 IDH1KD tx
1	0%	-1%	i	12%[9.24 µM]
2	.	-24%	?	?
3	-1%	-13%	i	12%
4	-10%	-21%	i	-14%
5	-12%	4%	i	10%
6	-3%	21%	i	0%
7	8%	-4%	i	2%
8	.	-5%	i	6%
9	-6%	-15%	?	?
10	1%	-1%	i	?
11	-23%	-30%	i	?
12	-4%	-15%	i	-9%

Nos. 11–12 of the list above:
entry	smiles	IL1B secr inh	HT1080-NT tox	KB-3-1 cytotox	MCF10A rerep	SW480 rereplic
11	COc1ccc2cc([C@H](C)C(=O)N(C)Cc3ccccc3N3CCCC3)ccc2c1	-8	?	-15%	?	0%
12	NS(=O)(=O)c1cccc(NC(=O)CSc2nc3ccccc3c(=O)n2Cc2ccco2)c1	-21	-29%	-7%	16%	-3%

entry	ATXN2 expr inh	HepG2 viability	S2 tox	HT1080 IDH1KD tx
11	-23%	-30%	i	?
12	-4%	-15%	i	-9%

Next structures follow.
entry	smiles	IL1B secr inh	HT1080-NT tox	KB-3-1 cytotox	MCF10A rerep	SW480 rereplic
13	O=S(=O)(Nc1ccccn1)c1ccc(Oc2ccccc2)cc1	34	-4%	-17%	3%	-4%
14	C=CCn1c(-c2ccc(S(=O)(=O)N3CCOCC3)cc2)csc1=Nc1ccccc1	?	-13%	?	?	-5%
15	CCOC(=O)CSc1nc2ccc(NC(=O)c3cccc(F)c3)cc2s1	.	.	?	.	.
16	O=C(c1ccc(Cl)c(S(=O)(=O)N2CCCCC2)c1)N1CCCCCC1	i	0%	-2%	16%	-9%
17	COc1ccc(/C=C2/SC(=S)N(CCCC(=O)Nc3cccc(O)c3)C2=O)cc1	-79*	?	11%	?	?
18	COc1ccccc1NC(=O)N(Cc1ccco1)Cc1cc2cc(C)cc(C)c2[nH]c1=O	?	?	?	?	?
19	CCCNC(=O)COCc1cc(-c2ccc(F)cc2)on1	.	.	15%	.	.
20	Cc1nc(SCC(=O)NC(C)(C#N)C2CC2)c2c(-c3cccs3)csc2n1 (stereo unspecified)	-59*	-15%	6%	?	-1%
21	C(=N/N1CCN(c2ccccc2)CC1)/c1cccs1	-23	-10%	1%	8%	-14%
22	Cc1cccc(C(=O)NNC(=O)c2n[nH]c(=O)c3ccccc23)c1C	0	-1%	16%	-6%	-4%
23	CCC(C)NC(=O)Cn1c(=O)n(CCCCCC(=O)Nc2ccccc2)c(=O)c2sccc21 (stereo unspecified)	0	-3%	-2%	1%	-3%
24	Cc1cc(C)c(NC(=O)CN2CCCCCC2)c(C)c1	6	0%	14%	-8%	-8%

entry	ATXN2 expr inh	HepG2 viability	S2 tox	HT1080 IDH1KD tx
13	-5%	-10%	i	-7%
14	-15%	-12%	i	-17%
15	3%	-57%	i	.
16	-6%	0%	i	-11%
17	?	3%	i	?
18	-38%	-2%	?	?
19	11%	-24%	i	.
20	-20%	-42%	?	1%
21	40%[activator]	-12%	i	5%
22	11%	-2%	i	-1%
23	12%	-11%&-23%	i	-6%
24	10%	-2%	i	-11%

Later entries
entry	smiles	IL1B secr inh	HT1080-NT tox	KB-3-1 cytotox	MCF10A rerep	SW480 rereplic
25	Cc1nn(Cc2ccc(Cl)cc2)c(=O)n1N(C)c1ncc(C(F)(F)F)cc1Cl	5	-21%	-12%	?	-1%
26	CC1Cc2ccccc2N1C(=O)CSc1nnc(-c2cccc(Cl)c2)o1 (stereo unspecified)	.	.	-16%	.	.
27	CSCCC(NC(=O)c1ccco1)C(=O)NC1CCCCCC1 (stereo unspecified)	-1	-2%	2%	3%	-7%
28	CCC(c1nnnn1-c1ccc2c(c1)OCCO2)N1CCN(CCN2CCOCC2)CC1 (stereo unspecified)	-1	2%	20%	.	.
29	Cc1ccc(-c2nc(NC(=O)CSc3nnc(C)s3)ns2)cc1	-11	13%	4%	2%	2%
30	CC(C(=O)N1CCN(C2c3ccccc3-c3ccccc32)CC1)N1C(=O)c2ccccc2C1=O (stereo unspecified)	-13	-18%	2%	3%	-5%
31	Cc1cc(=O)n(C(C)c2ccccc2)n1C(C)c1ccccc1 (stereo unspecified)	10	-2%	4%	-2%	0%
32	Cc1cccc(NC(=O)CSc2ccc(-c3ccccn3)nn2)c1C	64	-11%	?	?	2%
33	CCc1nc2ccc(C(=O)N3CCN(c4cc(C)ccc4C)CC3)cc2nc1CC	16	-13%	?	?	-4%
34	CC(=O)Nc1ccc(SCCN2CC[C@@H](C(C)(C)C)CCC2=O)cc1	-18	1%	?	3%	2%
35	CCSc1nnc(NC(=O)c2cccc(S(=O)(=O)N(C)c3ccccc3)c2)s1	4	-3%	0%	7%	1%
36	NS(=O)(=O)c1ccc(CNC(=O)c2cccnc2Cl)cc1	3	8%	0%	-24%	-11%

entry	ATXN2 expr inh	HepG2 viability	S2 tox	HT1080 IDH1KD tx
25	-3%	1%	i	-19%
26	0%	-4%	i	.
27	4%	-4%	i	1%
28	2%	.	i	6%
29	20%	-16%	i	15%
30	-11%	3%	i	0%
31	12%	-25%	i	5%
32	-5%	-10%	i	-14%
33	-7%	-9%&-30%	.	-1%
34	-9%	12%&-14%	?	9%
35	1%	21%	i	-10%
36	-3%	-2%	i	13%

(more compounds)
entry	smiles	IL1B secr inh	HT1080-NT tox	KB-3-1 cytotox	MCF10A rerep	SW480 rereplic
37	c1ccc(C2=Nc3cccc4cccc(c34)N2)cc1	-13	-7%	-1%	-1%	14%
38	O=C(COc1ccc(/C=N/NC(=O)c2ccncc2)cc1)Nc1cccc([N+](=O)[O-])c1	31	-29%	50%	17%	-1%
39	CCC1(C)N=C(N)Nc2nc3cc(C)c(C)cc3n21 (stereo unspecified)	-5	-11%	2%	-6%	-4%
40	COc1ccc(CNC(=O)c2ccc(-c3cnn(C)c3)c3ccoc23)cc1OC	-22	1%	0%	.	.
41	O=C(N1CCCCC1)N1CCN(C(=O)N2CCCCC2)CC1	9	4%	11%	-7%	-3%
42	CCOC(=O)c1c(-c2ccc(OC)c(OC)c2)csc1NC(=O)C1CCCO1 (stereo unspecified)	-67*	-20%	-5%	-10%	0%
43	COCOCCn1cc(CN2CCS(=O)(=O)N(Cc3ccc(-c4ccc(F)nc4)cc3)C(CC(C)C)C2=O)nn1 (stereo unspecified)	-14	-1%	-3%	.	.
44	CCN(Cc1ccccc1)Cc1cccc([N+](=O)[O-])c1	3	10%	7%	-3%	-10%
45	CC(=O)c1ccccc1NC(=O)COC(=O)c1cc[n+]([O-])cc1	24	9%	4%	2%	5%
46	CN(CC(=O)Nc1ccccc1C(F)(F)F)C(=O)c1ccc2c(=O)n3c(nc2c1)CCC3	-13	-4%	-3%	6%	-5%
47	O=C(Cc1cccc(NC(=O)C2CCN(C(=O)C3CC3)CC2)c1)Nc1cccc(C(=O)N2CCCC2)c1	2	0%	-5%	10%	-1%
48	Cc1[nH]c2ccc(CNS(=O)(=O)c3ccc(S(=O)(=O)N4CCOCC4)cc3)cc2c1C	12	-6%	9%	-2%	-3%
49	O=C(COC(=O)c1ccc(S(=O)(=O)N2CCCCCC2)cc1)Nc1ccccc1C(F)(F)F	23	0%	7%	.	.
50	Cc1noc(C)c1S(=O)(=O)N1CCN(c2ccc(Cl)cc2)CC1	-4	14%	8%	-3%	11%

entry	ATXN2 expr inh	HepG2 viability	S2 tox	HT1080 IDH1KD tx
37	2%	-9%	i	-6%
38	14%	-5%	i	-28%
39	.	-6%	i	-11%
40	27%	-13%	i	-5%
41	-3%	-6%	i	22%
42	-31%	7%	i	-5%
43	-27%	-12%	i	-1%
44	-3%	-5%	i	5%
45	.	-3%	.	3%
46	-9%	-2%	i	-14%
47	5%	1%	i	0%
48	5%	2%	i	28%
49	.	-4%	i	-3%
50	-9%	5µM*	i	7%

Ordered by value in SW480 rereplic (low to high): 4 from the list above.
cpd | smiles | SW480 rereplic
41 | O=C(N1CCCCC1)N1CCN(C(=O)N2CCCCC2)CC1 | -3%
38 | O=C(COc1ccc(/C=N/NC(=O)c2ccncc2)cc1)Nc1cccc([N+](=O)[O-])c1 | -1%
35 | CCSc1nnc(NC(=O)c2cccc(S(=O)(=O)N(C)c3ccccc3)c2)s1 | 1%
34 | CC(=O)Nc1ccc(SCCN2CC[C@@H](C(C)(C)C)CCC2=O)cc1 | 2%
